FUS suppressor = FUS proteinopathy suppression in yeast. S. cerevisiae FUS-expressing, growth rescue, OD600, 24 h. Potency, µM (series often up to 76.6 µM), for inactives: top-dose growth rescue (activation), actives largely listed as activators. hit rate 0.24% among 390,000. AID 1347120;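 also: potency is read from the fitted curve at half-maximal effect; plate controls were DMSO vehicle for no effect and reference control for full effect; nearly all actives have a fitted effect of over 55% in size; some results filed as inactive show a strong effect at the top dose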
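Quantitative HTS measuring growth restoration of FUS-toxic yeast. Galactose-induced cells (OD 0.005) were exposed 24hr at 30C to compounds at several concentrations, then absorbance at 600 nm was recorded.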
EPAC1 agonist = activates human EPAC1 exchange factor. AID 720707. O95398. EPAC1 agonist qHTS, biochemical assay; response scale: 100% = response to 6.5 mM cAMP. hit rate 0.073% among 360,000. Potency, µM (top dose mostly 154 µM), inactives show at the highest dose activation, usual class: activators; also: potency is read from the fitted curve at half-maximal effect; nearly all actives have a fitted effect of over 60% in size
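Nucleotide exchange assay: 100 nM EPAC1 with 250 nM Rap1B loaded with BODIPY-GDP and 50 uM GDP, room temperature. Fluorescence (480/540 nm) read every 5 min for 30 min; signal change normalized to 6.5 mM cAMP as full agonist.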
Abeta yeast res = restores growth of yeast expressing A-beta42 peptide | Potency, µM (top dose mostly 46.1 µM), for the others: at the highest dose growth rescue, most hits filed as activators | hit rate 0.063% among 410,000 | yeast expressing A-beta42, growth rescue, OD600, 48 h; response scale: 0% DMSO, 100% iron-clioquinol control; also: potency is read from the fitted curve at half-maximal effect; nearly all actives have a fitted effect of over 55% in size
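Growth rescue measured by 600 nm absorbance after 48 h yeast culture at 30 C with compound. Values normalized between DMSO and an equimolar ferric chloride plus clioquinol control.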
aSyn rescue = inhibitors of alpha-synuclein toxicity in yeast | AID 652106 | Potency, µM (series often up to 46.1 µM), for the others: at the highest dose growth rescue (activation), most hits filed as activators | Yeast expressing alpha-synuclein, growth rescue, BacTiter-Glo, 24 h | hit rate 0.14% among 370,000; also: potency is read from the fitted curve at half-maximal effect; % of control where 0% means no effect; nearly all actives have a fitted effect of over 65% in size
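Readout is rescue of growth in alpha-synuclein-expressing yeast, so inhibitors of toxicity appear as activators. Growth after 24 hr at 30 deg C in galactose medium is quantified by luminescence.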
WRN inhibitor = inhibitors of human WRN helicase. WRN helicase unwinding, fluorescent forked duplex, kinetic. Potency, µM (series often up to 114 µM), inactives show at the top dose activity change, negative = inhibition, usual class: inhibitors. hit rate 0.46% among 360,000; also: potency is read from the fitted curve at half-maximal effect; % is scaled to controls: 0 for no effect and ±100 for the full control effect; nearly all actives have a fitted effect of over 55% in size
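Primary qHTS, 1536-well format. 20 nM WRN + compound, 15 min RT; start with 100 nM forked fluorophore/quencher duplex, 2 mM ATP (final); kinetic read ex 525/em 598 nm.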
PI5P4K alpha inh = PI5P4K alpha (human) kinase inhibition; P48426; PI5P4Kalpha enzyme, ADP-Glo luminescence, 60 min; active compounds read low; max response, %; hit rate 1.2% among 330,000; active = max response of -50% or lower; inconclusive = between -30% and -50%; inactive = -30% or higher; also: value at the top dose of about 77 µM; % is scaled to controls: 0 for no effect and ±100 for the full control effect
Target sequence (P48426 whole entry, looked up): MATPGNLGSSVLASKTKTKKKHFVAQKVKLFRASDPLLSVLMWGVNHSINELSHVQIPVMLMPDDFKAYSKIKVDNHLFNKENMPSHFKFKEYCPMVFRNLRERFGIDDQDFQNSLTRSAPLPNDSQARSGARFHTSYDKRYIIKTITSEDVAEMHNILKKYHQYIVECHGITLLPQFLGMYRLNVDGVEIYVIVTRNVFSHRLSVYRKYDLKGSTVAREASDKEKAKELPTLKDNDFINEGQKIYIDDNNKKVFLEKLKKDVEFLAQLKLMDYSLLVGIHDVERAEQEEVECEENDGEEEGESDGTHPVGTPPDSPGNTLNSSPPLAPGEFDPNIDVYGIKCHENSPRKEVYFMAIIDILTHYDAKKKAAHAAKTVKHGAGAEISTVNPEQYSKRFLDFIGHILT
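ADP-Glo luminescence end-point read after a 60 min room-temperature kinase reaction of PI5P4Kalpha plus substrate, initiated with ATP at 5 microM final. Buffer: 0.038 M HEPES pH 7.4, EGTA, 0.1% CHAPS, 5% DMSO.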
EPAC1 antagonist = blocks human EPAC1 exchange factor; EPAC1 GEF assay, Rap1b-BODIPY-GDP exchange fluorescence; Potency, µM (titrated, usually from 115 µM), for inactives: at the top dose activity change, negative = inhibition, hits mostly inhibitors; hit rate 0.14% among 360,000; AID 720709;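 also: potency is read from the fitted curve at half-maximal effect; plate controls were vehicle for no effect and positive control for full effect; nearly all actives have a fitted effect of over 50% in size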
IL-2 act = IL-2 activation | IL-2 activation reporter assay, cell-based qHTS; stimulated with anti-CD3/CD4/CD28 beads; in transgenic mouse T cells | activation, % (series mostly up to about 46 µM) | hit rate 0.065% among 360,000 | AID 652025; in the data active = activation above about 50%; inconclusive = mostly about 30% to 49%; also: 0% is about no effect
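First, unstimulated transgenic mouse T cells were exposed to compound for 60 min. Next, anti-CD3/anti-CD4-coated beads with anti-CD28 were added. Finally, after 18 h at 37 degrees C, EGFP and DsRed were imaged.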
PLK1 PBD block = inhibitors of human PLK1 polo-box domain binding; hit rate 2.8% among 360,000; Plk1 PBD binding of FITC phosphopeptide, fluorescence polarization; Potency, µM, without a hit: max response, negative = inhibition, actives largely listed as inhibitors; AID 720504; also: potency is read from the fitted curve at half-maximal effect; series mostly up to about 57 µM; % is scaled to controls: 0 for no effect and ±100 for the full control effect; nearly all actives have a fitted effect of over 65% in size
Target sequence (P53350 whole entry, looked up, the tested form may be a part): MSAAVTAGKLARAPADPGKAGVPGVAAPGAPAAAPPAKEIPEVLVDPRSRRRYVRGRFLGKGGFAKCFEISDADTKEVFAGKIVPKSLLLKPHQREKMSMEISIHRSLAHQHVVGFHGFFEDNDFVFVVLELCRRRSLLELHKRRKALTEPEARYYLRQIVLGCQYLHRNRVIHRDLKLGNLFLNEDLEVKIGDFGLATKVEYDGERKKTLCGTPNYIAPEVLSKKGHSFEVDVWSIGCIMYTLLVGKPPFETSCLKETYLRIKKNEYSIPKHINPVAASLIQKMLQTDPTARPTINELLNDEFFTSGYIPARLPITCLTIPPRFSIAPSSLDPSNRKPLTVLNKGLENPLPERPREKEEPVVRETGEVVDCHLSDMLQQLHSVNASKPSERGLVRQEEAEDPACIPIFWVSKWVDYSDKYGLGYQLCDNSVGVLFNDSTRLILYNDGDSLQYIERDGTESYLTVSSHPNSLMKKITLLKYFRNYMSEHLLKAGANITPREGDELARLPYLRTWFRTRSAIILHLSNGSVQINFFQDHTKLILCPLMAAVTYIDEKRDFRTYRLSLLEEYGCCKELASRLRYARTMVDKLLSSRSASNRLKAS
Numbers without * were called inactive; ? = inconclusive; nt = no result given; & = joins results of further samples; [ ] = remark or other dose. Unless noted, calls follow the shape of the dose curve; as a rule, active = well fitted curve in the direction sought with a large enough effect; inconclusive = small, poorly fitted or top-dose-only effect, or another doubt; inactive = no such curve, though single readings can be large; an effect the other way counts as inactive or inconclusive.

1	CCCCN1CC(=O)N2[C@H](c3ccc(Cl)cc3)[C@@H]3C(=O)N(CC)C(=O)[C@@H]3[C@]2(Cc2ccccc2)C1=O
2	COc1ccc(CCNC(=O)Cc2cc(OC)c(OC)cc2[N+](=O)[O-])cc1OC
3	OC(c1ccc(-c2ccccc2)cc1)c1ncc(-c2ccc(C(F)(F)F)cc2)[nH]1 (stereo not drawn)
4	O=C1Nc2ccccc2C(O)(C(=O)NCc2ccco2)N1c1ccc(Cl)cc1 (stereo not drawn)
5	CCN(CC)CCCNC(=O)c1cc(-c2ccc(O)cc2)on1
6	O=C(NCCc1ccc(C(F)(F)F)cc1)C1COc2ccccc2O1 (stereo not drawn)
7	Cc1ccc(S(=O)(=O)N(C)CCCC(=O)Nc2ccc(F)cc2)cc1
8	O=C(c1ccc2c(c1)OCO2)N1CCN(S(=O)(=O)N2CCCCC2)CC1
entry no.	1	2	3	4	5	6	7	8
FUS suppressor	27%	-11%	?	?	-20%	-15%	9%	-9%
EPAC1 agonist	-16%	2%	-15%	3%	2%	-12%	-6%	8%
Abeta yeast res	-20%	-6%	?	-3%	-11%	?	0%	-1%
aSyn rescue	-4%	-2%	-41%[inhibitor]	-11%	-5%	1%	7%	6%
WRN inhibitor	0%	-6%	-10%	13%	4%	-2%	-2%	0%[57.1 µM]
PI5P4K alpha inh	3	-8	0	3	2	2	1	0
EPAC1 antagonist	15%	-3%	-24%	10%	-2%	5%	-13%	-28%
IL-2 act	-1.1	0.6	-0.2	-3.1	-1.4	-3.3	-1.3	-0.2
PLK1 PBD block	?	0%	2%	-9%	-4%	3%	-11%	-3%

Some of these compounds in order of count of non-hydrogen atoms, falling.
1	CCCCN1CC(=O)N2[C@H](c3ccc(Cl)cc3)[C@@H]3C(=O)N(CC)C(=O)[C@@H]3[C@]2(Cc2ccccc2)C1=O
3	OC(c1ccc(-c2ccccc2)cc1)c1ncc(-c2ccc(C(F)(F)F)cc2)[nH]1 (stereo not drawn)
4	O=C1Nc2ccccc2C(O)(C(=O)NCc2ccco2)N1c1ccc(Cl)cc1 (stereo not drawn)
8	O=C(c1ccc2c(c1)OCO2)N1CCN(S(=O)(=O)N2CCCCC2)CC1
6	O=C(NCCc1ccc(C(F)(F)F)cc1)C1COc2ccccc2O1 (stereo not drawn)
5	CCN(CC)CCCNC(=O)c1cc(-c2ccc(O)cc2)on1
entry no.	1	3	4	8	6	5
FUS suppressor	27%	?	?	-9%	-15%	-20%
EPAC1 agonist	-16%	-15%	3%	8%	-12%	2%
Abeta yeast res	-20%	?	-3%	-1%	?	-11%
aSyn rescue	-4%	-41%[inhibitor]	-11%	6%	1%	-5%
WRN inhibitor	0%	-10%	13%	0%[57.1 µM]	-2%	4%
PI5P4K alpha inh	3	0	3	0	2	2
EPAC1 antagonist	15%	-24%	10%	-28%	5%	-2%
IL-2 act	-1.1	-0.2	-3.1	-0.2	-3.3	-1.4
PLK1 PBD block	?	2%	-9%	-3%	3%	-4%

Additional results follow.
9	Cc1ccc(S(=O)(=O)Nc2ccc(C(=O)NCCCN3CCOCC3)cc2)cc1[N+](=O)[O-]
10	O=C(NCC(=O)N1CCN(C(=O)c2ccccc2)CC1)c1ccccc1
11	CS(=O)(=O)N(CC(=O)N1CCCC1)c1cccc(Cl)c1
12	COc1cccc(Sc2nc(-c3ccccc3)ncc2S(C)(=O)=O)c1
13	CC1CCN(Cc2c(C(=O)N/N=C/c3ccc(C(C)(C)C)cc3)nnn2-c2nonc2N)CC1
14	CCOC(CNc1c([N+](=O)[O-])c(=O)n(C)c(=O)n1C)OCC
15	O=C(Nc1cc(Cl)c(O)c(Cl)c1)C1CCCO1 (stereo not drawn)
16	O=C(NNC(=O)c1ccccc1O)c1cc2ccccc2o1
entry no.	9	10	11	12	13	14	15	16
FUS suppressor	5%	nt	21%	-30%	-29%	nt	-10%	12%
EPAC1 agonist	5%	2%	0%	7%	-22%	3%	6%	1%
Abeta yeast res	4%	1%	-1%	-21%	2%	9%	-4%	-14%
aSyn rescue	-1%	-5%	1%	-7%	10%	3%	0%	-1%
WRN inhibitor	-2%	-4%	-1%	-2%	-7%	-6%	-20%	-12%
PI5P4K alpha inh	-3	0	nt	21	1	-3	nt	-19
EPAC1 antagonist	9%	5%	-2%	7%	-13%	8%	-2%	?
IL-2 act	-2.2	-1.6	1.8	-0.1	-1.0	-0.5	-0.5	4.9
PLK1 PBD block	-6%	0%	-9%	-11%	-2%	-2%	1%	-4%

17	O=C(Nc1ccc(Br)cn1)c1cccc(C(=O)Nc2ccc(Br)cn2)c1
18	Cc1ccc2nc3ccc(N4CCCC4)nn3c(=O)c2c1
19	COc1ccc(N2C(=O)c3cccc4cccc(c34)C2=O)nn1
20	COC(=O)[C@H](CC(C)C)N(Cc1ccccc1)S(=O)(=O)N(Cc1ccccc1)[C@@H](CC(C)C)C(=O)OC
21	CC(=O)c1c(C)[nH]c(C(=O)Nc2cccc(C#N)c2)c1C
22	CCOc1ccccc1Nc1nnc(C)c(=O)[nH]1
23	CCCn1c(=N)n(CC(O)c2ccco2)c2ccccc21 (stereo not drawn)
24	COc1cc(C(=O)NCCNc2nc3c(C)cccc3cc2C#N)cc(OC)c1OC
entry no.	17	18	19	20	21	22	23	24
FUS suppressor	0%	-3%	33%	-9%	19%	23%	-8%	-20%
EPAC1 agonist	9%	0%	6%	-13%	-26%	2%	9%	-1%
Abeta yeast res	1%	0%	-20%	4%	-18%	-8%	-15%	4%
aSyn rescue	1%	-1%	-5%	9%	0%	-1%	1%	-2%
WRN inhibitor	-16%	-2%	-11%	-4%	-12%	1%	-6%	1%
PI5P4K alpha inh	-3	-6	nt	19	-4	2	-1	0
EPAC1 antagonist	11%	2%	10%	-14%	-16%	-2%	7%	11%
IL-2 act	-0.3	0.1	-0.7	0.3	-3.7	-1.2	-0.5	-1.3
PLK1 PBD block	-14%	-12%	1%	3%	-14%	-8%	3%	0%

25	O=C(O)c1ccc(COc2c(F)c(F)cc(F)c2F)o1
26	CCCS(=O)(=O)N1CCCC(C(=O)NCc2ccc(C)cc2)C1 (stereo not drawn)
27	Cc1nc(-c2ccccc2)sc1C1(C)CC(c2ccc([N+](=O)[O-])cc2)=NO1 (stereo not drawn)
28	CC(=O)c1c(C)[nH]c(C(=O)Nc2cccc(S(=O)(=O)N(C)c3ccccc3)c2)c1C
29	CCOC(=O)c1cc2c(=O)n3cccc(C)c3nc2n(Cc2ccco2)c1=NC(=O)c1ccc(C)cc1
30	CN1CCN(C2=Nc3ccccc3Oc3ccc(Cl)cc32)CC1
31	CCc1nc2ccccc2c(C(=O)OCC(=O)NCCCN2CCCC2=O)c1C
32	Cc1c(NC(=O)CCN2C(=O)c3ccccc3C2=O)c(=O)n(-c2ccccc2)n1C
entry no.	25	26	27	28	29	30	31	32
FUS suppressor	6%	-13%	23%	41%	nt	-30%	3%	1%
EPAC1 agonist	1%	-2%	-16%	13%	-2%	3%	8%	4%
Abeta yeast res	1%	28%	-7%	1%	-9%	6%	4%	-6%
aSyn rescue	1%	4%	4%	-5%	-9%	14%&0%	-1%	-1%
WRN inhibitor	-6%[57.1 µM]	-5%	-3%	-15%	6%	-11%	-1%	9%
PI5P4K alpha inh	nt	9	4	7	1	12	3	-1
EPAC1 antagonist	14%	10%	8%	-16%	1%	-18%	4%	4%
IL-2 act	-1.8	-0.7	1.5	-1.3	-1.3	-0.2	-1.2	0.3
PLK1 PBD block	-11%	3%	-6%	-13%	2%	-5%	2%	-8%

33	COc1ccc(NC(=O)CSc2nnc(Cc3ccccc3)c(=O)n2N)cc1OC
34	O=C(Nc1ccccc1F)NC1CCCc2ccccc21 (stereo not drawn)
35	CC1CC(C)CN(CCCn2c(=S)[nH]c3ccccc3c2=O)C1 (stereo not drawn)
36	Cc1ccc(C(NC(=O)N2CCOCC2)C(Cl)(Cl)Cl)cc1F (stereo not drawn)
37	C=CCn1c(COc2ccccc2-c2ccccc2)nnc1SCC(=O)NC(=O)NCc1ccco1
38	COc1ccc(C(=O)COC(=O)[C@H](C)Nc2ccc(C(F)(F)F)cc2[N+](=O)[O-])c(OC)c1
39	CC(CN1CCN(Cc2ccccc2)CC1)c1ccccc1 (stereo not drawn)
entry no.	33	34	35	36	37	38	39
FUS suppressor	47%	7%	6%	12%	?	-4%	-29%
EPAC1 agonist	-4%	-2%	-3%	4%	17%	15%	-3%
Abeta yeast res	6%	19%	-9%	5%	-5%	0%	-12%
aSyn rescue	7%	2%	-10%	10%	0%	0%	0%
WRN inhibitor	-9%	-4%	-17%	-5%	1%	-20%	-3%
PI5P4K alpha inh	0	-1	1	2	nt	?	-4
EPAC1 antagonist	8%	-8%	6%	5%	1%	7%	-27%
IL-2 act	-3.6	-2.0	0.9	-1.2	0.1	1.7	-0.1
PLK1 PBD block	-1%	6%	-10%	27µM*	-16%	-2%	-14%
